# F508del corr = F508del CFTR correction, initial screen, CFBE line, single point; CFBE cells, YFP halide quenching; stimulated with forskolin plus potentiator P3; % fluorescence drop versus neutral controls; activity (quench increase), % at 7.58 µM; 350,000 tested, 0.36% active; AID 720511, 2013;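 active = mean added fluorescence quench of at least 8% versus neutral control, with both replicates also reaching 8%; inconclusive = only one of the mean or replicate conditions met; inactive = mean below 8% and not both replicates reaching 8%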;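 note: cells transiently co-express mutant CFTR-F508del with the halide-sensitive YFP; corrector assay measuring rescue of mutant channel to the surface after 24 h compound exposure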
# SIRT5 inh = SIRT5 desuccinylase inhibitors, primary screen, biochemical, fluorescence imaging, single point, set 5; AID 652115, 2013; NAD-dependent protein deacylase sirtuin-5, mitochondrial (Homo sapiens), Q9NXA8; 330,000 tested, 1.1% active; inhibition, % at 15 µM; Purified SirT5, succinyl-peptide AMC, trypsin-coupled fluorescence; in the data active = inhibition above about 15%; inconclusive = no clear call, values can overlap the other calls
# Target sequence (Q9NXA8 whole entry, looked up): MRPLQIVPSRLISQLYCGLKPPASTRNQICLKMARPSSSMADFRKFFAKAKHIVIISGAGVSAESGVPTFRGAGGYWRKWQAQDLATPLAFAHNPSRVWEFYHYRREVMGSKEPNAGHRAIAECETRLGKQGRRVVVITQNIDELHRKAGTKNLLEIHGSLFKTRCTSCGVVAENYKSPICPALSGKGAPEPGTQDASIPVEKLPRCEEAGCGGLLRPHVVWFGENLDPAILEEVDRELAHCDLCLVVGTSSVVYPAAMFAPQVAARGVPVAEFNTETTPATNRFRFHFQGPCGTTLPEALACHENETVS
# miR122 inh = miR-122 Renilla sensor signal increase in Huh7, primary screen, miR-122 inhibitor project, cell-based, single point, plate reader | Huh7 miR-122 Renilla luciferase sensor, 48 h; neutral wells = 0, positive control = 100 | activation (reporter increase), % at 12.5 µM | 340,000 tested, 0.3% active;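 active = mean replicate activation score at least 90 and every replicate individually at or above 90; inconclusive = only one of the two criteria met; inactive = neither criterion met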;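 note: higher luciferase means less miR-122 activity so hits act as miR-122 inhibitors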
# ERAP1 HTS inh = human ERAP1 aminopeptidase inhibitors, primary screen, biochemical, single point, plate reader; inhibition, % at 10.7 µM; recombinant ERAP1, Leu-AMC fluorescence, 60 min; AID 652197, 2013; Endoplasmic reticulum aminopeptidase 1 (Homo sapiens), Q9NZ08; 340,000 tested, 0.15% active;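 active = mean replicate inhibition of at least 30%, or all replicates individually reaching that 30% level; inactive = mean below 30% and not every replicate reaching it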;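 note: 0% = neutral control wells and 100% = L-leucinethiol positive control wells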
# Casp6 inh = human caspase-6 inhibitors, primary screen, biochemical, VEID-R110 fluorescence, single point, set 2. purified caspase-6, Z-VEID-R110 cleavage fluorescence. inhibition, % at 12.5 µM. 350,000 tested, 0.53% active;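 active = mean inhibition across replicates at least about 35%, with every replicate also reaching that limit, limit read from the data; inconclusive = only one of the two criteria met; inactive = neither criterion met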;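 note: 0% = median of neutral control wells and 100% = no fluorescence left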
# Target sequence (P55212 24-179 limits assumed): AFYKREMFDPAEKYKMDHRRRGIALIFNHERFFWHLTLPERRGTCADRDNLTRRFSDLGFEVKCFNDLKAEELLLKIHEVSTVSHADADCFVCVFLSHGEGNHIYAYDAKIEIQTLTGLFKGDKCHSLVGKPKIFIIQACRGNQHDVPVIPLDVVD
# Target sequence (P55212 194-293 limits assumed): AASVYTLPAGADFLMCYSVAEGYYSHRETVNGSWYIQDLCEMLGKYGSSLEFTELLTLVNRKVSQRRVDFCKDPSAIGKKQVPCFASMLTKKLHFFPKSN
# ERp5 block = inhibitors of ERp5-driven insulin aggregation, primary screen, biochemical, turbidity, absorbance 650 nm, single point; inhibition, % at 9.99 µM; 350,000 tested, 0.05% active; 90 min; Protein disulfide-isomerase A6 (Homo sapiens), Q15084; AID 651711, 2012;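 active = mean replicate inhibition above about 25%, with every replicate also reaching it, limit read from the data, passing the limit was not always enough; inconclusive = only one of those two criteria met; inactive = neither criterion met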
# Target sequence (Q15084 whole entry, looked up): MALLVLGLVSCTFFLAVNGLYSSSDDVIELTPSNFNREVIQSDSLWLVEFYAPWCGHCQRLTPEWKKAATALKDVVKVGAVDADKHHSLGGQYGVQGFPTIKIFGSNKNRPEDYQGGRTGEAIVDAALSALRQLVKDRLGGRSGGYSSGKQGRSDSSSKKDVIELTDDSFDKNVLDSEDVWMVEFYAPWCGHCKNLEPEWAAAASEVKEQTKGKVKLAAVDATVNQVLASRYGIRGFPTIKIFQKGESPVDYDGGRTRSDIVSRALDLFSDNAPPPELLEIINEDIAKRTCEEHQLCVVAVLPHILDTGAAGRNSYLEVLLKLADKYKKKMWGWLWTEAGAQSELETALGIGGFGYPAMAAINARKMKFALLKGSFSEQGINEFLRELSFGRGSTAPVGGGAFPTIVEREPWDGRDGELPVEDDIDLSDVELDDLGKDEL
# DENV2 CPE rescue = inhibitors of DENV2 cytopathic effect, primary screen, cell-based, plate reader, single concentration; DENV2-infected cells, cytopathic effect rescue; 350,000 tested, 1.7% active; AID 651640, 2012; CPE inhibition, % at 9.99 µM; in the data active = CPE inhibition above about 20%, passing the limit was not always enough; inconclusive = no clear call, values can overlap the other calls; tested in BHK-21 cells;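 note: 0% = median of neutral control wells and 100% = median of positive control wells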
# Starred values were filed as active, the others as inactive; ? = inconclusive; / = no result given; & = joins results of further samples; [ ] = remark or other dose.
SMILES,F508del corr,SIRT5 inh,miR122 inh,ERAP1 HTS inh,Casp6 inh,ERp5 block,DENV2 CPE rescue
C[C@H]1CN([C@@H](C)CO)S(=O)(=O)c2ccc(C#CC(C)(C)O)cc2O[C@@H]1CN(C)C(=O)C1CCC1,-3.2,5,25[16.7 µM],-2,-3,2,0
C[C@@H]1CN([C@@H](C)CO)C(=O)c2cc(Br)cnc2O[C@H]1CN(C)C(=O)CN1CCOCC1,-3.1&1.3,-3&1,-3,-2&-2,3&-2,6&1,0&0
COCC(=O)Nc1ccc2c(c1)OC[C@@H](C)N(C(=O)c1cnccn1)C[C@H](C)[C@H](OC)CN(C)C2=O,-0.7,-4,/,-2,-2,-2,-10
C[C@@H]1CN([C@@H](C)CO)C(=O)Cc2cc(NC(=O)Nc3cccc4ccccc34)ccc2O[C@H]1CN(C)Cc1ccc(-c2ccccc2)cc1,2.5,7,8[16.7 µM],1,0,1,17
O=C(Nc1ccccc1)N[C@@H]1CC[C@@H](CCn2cc(-c3ccccc3F)nn2)O[C@H]1CO,0.2,2,/,-1,-1,1,3
CCOC(=O)[C@]12CCCC=C1N(Cc1ccco1)C(=O)[C@H](CC(=O)N1CCCCC1)C2,0.8,-6,/,-2,3,-3,6
Cc1ccc(NC(=O)CSCC(=O)N=c2sccn2C)cc1,1.8,2,-9,0,-3,0,-6
COc1ccc(C)cc1S(=O)(=O)Nc1ccc(-n2c(C)nc3ccccc3c2=O)cc1,0.8,4,47,3,2,4,2
CC1(c2nnc(-c3ccncc3)o2)CC(c2cccnc2)=NO1 (stereo not given),1.3,-8,/,-2,3,-10,-10
O=C(NCCCN1CCOCC1)C1CCC(=O)N1CCc1ccccc1 (stereo not given),-0.6,-1,-4,1,-3,-3,29*
O=C(Nc1cccc2c1C(=O)NC2=O)c1ccc(N2C(=O)CCC2=O)cc1,1.3,-2,/,4,0,7,8
CC(C)n1nnnc1C1c2ccccc2C(=O)N1Cc1ccco1 (stereo not given),1.1,-6,/,/,0,-2,-8
CCNC(=O)/C(C#N)=C/c1c(N2CCN(c3ccccc3)CC2)nc2ccccn2c1=O,2.2,-20,-2,-91,1,1,-2
COc1cccc(NC(=O)CSc2nc3c(c(=O)n2C)SC(C)C3)c1 (stereo not given),5.5,4,-3,0,1,4,6
O=C(C[C@@H]1C=C[C@@H](NC(=O)C2CC2)[C@@H](CO)O1)NCCc1cscn1,1.8,-1,/,-1,4,0,20
COc1cc2c(cc1OC)C(c1c(-c3c(Cl)cccc3Cl)noc1C)=NCC2,0.8,7,/,-2,-1,6,1
COc1cc(/C=C/C(=O)O)cc(S(=O)(=O)NCc2ccc3c(c2)OCO3)c1OC,-1.1,-6,-5,-2,/,2,4
CC1CCN(C(=O)CSc2nnc(-c3cccs3)o2)CC1,-1.6,-3,0,4,/,0,-3
C[C@H]1CN([C@@H](C)CO)C(=O)Cc2cc(NC(=O)CCN3CCOCC3)ccc2O[C@H]1CN(C)C(=O)Nc1ccc(C(F)(F)F)cc1,-2.0,-4,4[16.7 µM],0,-1,-1,-13
Cc1ccc(C(C(=O)NC2CCCC2)N(Cc2ccccc2)C(=O)c2csnn2)o1 (stereo not given),-1.6,/,/,1,4,-4,8
CC1CCc2c(sc(NC(=O)Cn3cnc([N+](=O)[O-])n3)c2C(N)=O)C1 (stereo not given),-2.8,2,-3,2,3,0,3
Cc1nnc(NC(=O)C23CC4CC(C)(CC(C)(C4)C2)C3)s1,-1.6,1,-13,4,-4,-14,-2
CCOC(=O)C[C@@H](C#N)NC(=O)[C@@H]1CCCN1C(=O)[C@@H](NC(=O)c1ccc(N)c(Cl)c1)C(C)(C)C,3.9,2,-1,-4,-7,-6,-16
CCCC(=O)Nc1ccc2c(c1)OC[C@H](C)N(Cc1ccncc1)C[C@@H](C)[C@@H](OC)CN(C)C2=O,0.6,2,9[16.7 µM],2,-4,2,0
Cc1cc(O)c(C(C)C)cc1NC(=O)c1ccccc1Cl,-0.1,/,-5,-1,0,2,28*
SMILES,F508del corr,SIRT5 inh,miR122 inh,ERAP1 HTS inh,Casp6 inh,ERp5 block,DENV2 CPE rescue
N#C[C@@H]1[C@H](c2ccc(C#Cc3ccccc3F)cc2)[C@H](CO)N1C(=O)C1CC1,-2.3,0,/,-1,0,4,-1
C=CCNC(=S)NN=C1CCC(c2ccccc2)CC1 (stereo not given),0.9,-1,-4,-3,-5,4,-5
CC(C)CC(CO)NS(=O)(=O)c1cccc(Cl)c1F (stereo not given),-1.9,/,-14,2,-2,2,-2
CC(C)Cn1nc(C(=O)Nc2cccc(C(=O)NC3CC3)c2)c2ccccc2c1=O,-0.4,-1,0,1,0,-6,9
Cc1ccc(C(=O)NCC(=O)N2CCCC(C(F)(F)F)C2)s1 (stereo not given),0.5,-1,/,0,0,1,-2
Cc1ccc(S(=O)(=O)N(C)C(C)CCc2ccco2)cc1 (stereo not given),-1.5,1,0,-1,4,2,3
Cn1nccc1C(=O)Nc1sc2c(c1C#N)CCCC2,4.5,2,2,-1,4,4,0
CCc1nc2ccc(C(=O)NCCc3ccccn3)cn2c1N(CCC(C)C)CCN(C)C,-1.0,1,-3,-2,-1,-5,7
C[C@@H]1CCCCO[C@@H](CN(C)C(=O)NC2CCCCC2)[C@@H](C)CN([C@@H](C)CO)C(=O)c2cc(NS(=O)(=O)c3cn(C)cn3)ccc2O1,-0.5,4,/,-2,3,2,10
COc1ccc(NC(=O)c2cnn(-c3ccccc3)c2C)cc1OC,2.1,-4,-7,-3,-3,1,2
CN(C)S(=O)(=O)c1cccc(NC(=O)COC(=O)c2ccc3ccccc3n2)c1,-1.5,-4,-5,3,-2,-5,0
COc1ccccc1S(=O)(=O)N[C@H]1C=C[C@@H](CC(=O)N2CCOCC2)O[C@@H]1CO,-1.6,3,/,3,-8,-2,9
Cc1cc(C(=O)COc2ccccc2Cl)c(C)n1-c1ccc2c(c1)OCO2,0.5,/,/,-3,-1,2,3
C[C@@H](NC(=O)C[C@@H]1CC[C@@H]2[C@H](COC[C@@H](O)CN2C(=O)Nc2cccc(F)c2)O1)c1ccccc1,-0.3,2,-2[16.7 µM],1,-1,1,24*
Cc1cccc(-n2c(O)c(C=Nc3cccc(O)c3)c3ccccc3c2=O)n1,-3.3,13,-6,4,0,-2,/
CCS(=O)(=O)N1CC(=O)N2[C@H](CO)[C@@H](c3ccc(-c4ccc(F)cc4)cc3)[C@H]2C1,0.7,1,/,-2,-1,-3,1
O=C(Cc1ccccn1)N1CC(=O)N2[C@H](C1)[C@@H](c1ccc(C#CCC3CCCC3)cc1)[C@@H]2CO,7.0,2,/,0,5,9,-1
CCN(CC)S(=O)(=O)c1cccc(N2CC(O)=C(c3ccccc3)C2=N)c1,0.8,3,0,2,1,1,5
O=C(c1ccco1)N(Cc1ccco1)Cc1cc2ccccc2[nH]c1=O,-1.0,-3,-13,-1,4,-3,17
CCc1cc2c(=O)c(-c3cnn(-c4ccccc4)c3)c(C)oc2cc1OCC(=O)Nc1cccc(C)c1,/,27*,/,2,-1,-2,-2
Cc1ccc(-c2cc3c(nn2)-c2ccccc2C3=O)cc1,4.4,0,10,-3,4,-3,4
COc1ccc(-c2cnc3c(c2)C(=O)N([C@@H](C)CO)C[C@H](C)[C@H](CN(C)C(=O)Cc2cccnc2)O3)cc1,2.5,-8,-1[16.7 µM],-6,-1,-2,6
O=C(Cn1nnc(-c2ccc(CN3CCOCC3)cc2)n1)N(c1ccccc1)c1ccccc1,-1.7,1,/,-2,1,4,1
CCc1cc(-c2nnn(CCC3COCCO3)c2CC)ccc1-c1cn(CCc2c[nH]c3ccccc23)nn1 (stereo not given),5.4,-1,-5,4,-3,-1,-4
COc1ccc(C(CC(=O)N2CCOCC2)c2c(O)cc(OC)cc2OC)cc1 (stereo not given),1.7,-2,/,2,-3,5,/
SMILES,F508del corr,SIRT5 inh,miR122 inh,ERAP1 HTS inh,Casp6 inh,ERp5 block,DENV2 CPE rescue
Cc1c(NC(=O)CN2CCC(C(N)=O)CC2)cccc1[N+](=O)[O-],-1.0,-5,/,0,-1,-5,-3
COC(=O)C1=C(C)N(Cc2ccc(Cl)cc2)C(=S)NC1c1ccc(Br)cc1 (stereo not given),-0.7,-4,/,2,-3,-15,25*
CC(C)NC(=O)N1Cc2cc(C(=O)NC3Cc4ccccc4C3)nc(-c3cccc(-c4cccnc4)c3)c2[C@H]1CCO,/,8,/,2,-4,-4,-2
CC(c1ccon1)N(C)Cc1cn[nH]c1-c1ccc(-c2ccccc2)cc1 (stereo not given),-4.1,-3,/,2,1,4,-4
CCOC(=O)C1(Cc2ccccc2C)CCCN(C(=O)CCc2cccnc2)C1 (stereo not given),-0.5,-3,/,5,60*,0,-4
Nc1n[nH]c(N)c1N=Nc1ccc(F)cc1,-1.1,1,/,-1,0,0,12
O=C(Nc1nnc(-c2ccccc2)o1)Nc1ccccc1Cl,-1.8,0,-5,2,1,-2,4
Cc1nn2c(-c3ccc(F)cc3)ccnc2c1Br,2.2,12,/,0,-2,0,-8
C[C@@H]1CN([C@H](C)CO)C(=O)c2cc(NC(=O)CCCN(C)C)ccc2O[C@@H](C)CCCCO[C@H]1CN(C)C(=O)Nc1ccc(F)cc1,2.5,-4,0[16.7 µM],2,-16,5,2
COc1ccccc1N1CCN(C(=O)CCc2nnc3ccc(N4CCOCC4)nn23)CC1,0.8,-3,-7,-2,-4,-1,-4
CC(=O)NCC(=O)NC1CCCc2c1cnn2-c1ccc(C(C)(C)C)cc1 (stereo not given),-2.4,-4,-2,-2,1,2,31*
CCn1nc(CC(=O)O)c2ccccc2c1=O,0.5,-1,/,0,/,0,5
CCc1ccc(NC(=O)C2CCC(CNC(=O)[C@@H]3Cc4ccccc4CN3)CC2)cc1 (stereo not given in full),0.4,6,-6,-1,1,3,-4
CC(C)=N/N=C1/NC(=O)C(c2ccc(Cl)cc2)S1 (stereo not given),1.4,-2,/,-1,1,15,10
O=C(Nc1ccccc1Cl)c1ccc(-n2cccn2)c([N+](=O)[O-])c1,-2.0,0,/,1,7,-1,0
C[C@H]1CN([C@@H](C)CO)C(=O)c2cc(C#CCN(C)C)cnc2O[C@H]1CN(C)C(=O)Nc1ccccc1F,0.0,3,-3[16.7 µM],0,-4,1,5
CC(C(=O)NCCN1C(=O)S/C(=C\c2cccnc2)C1=O)N1C(=O)c2ccccc2C1=O (stereo not given),1.3,-1,/,3,-2,-4,-5
O=C(NCCc1ccc(Cl)cc1)C1CCCN1C(=O)Nc1ccccc1 (stereo not given),-2.6,-4,0,-2,0,4,1
CCOc1ccc(-c2cc(C(=O)N/N=C/c3ccc(O)cc3)c3ccccc3n2)cc1,12*,2,/,3,0,-1,10
Cn1ccnc1SCCNC(=O)CCc1nnc(CCCCc2ccccc2)o1,-2.2,-3,3,11,2,-8,-6
O=C(NC(N1CCOCC1)C(Cl)(Cl)Cl)c1ccccc1Cl (stereo not given),-0.7,-8,-5,-4,-1,4,6
C[C@H](O)C#Cc1cnc2c(c1)C(=O)N([C@@H](C)CO)C[C@H](C)[C@@H](CN(C)C(=O)c1ccccc1)O2,2.7,-2,-10[16.7 µM],1,4,-3,?
COc1ccccc1N1CCN(C(=O)c2c(C)noc2C)CC1,-2.1,0,/,-2,2,1,5

# In the list so far, 3 have an aryl thioether with sulfur outside any ring:
SMILES,F508del corr,SIRT5 inh,miR122 inh,ERAP1 HTS inh,Casp6 inh,ERp5 block,DENV2 CPE rescue
COc1cccc(NC(=O)CSc2nc3c(c(=O)n2C)SC(C)C3)c1 (stereo not given),5.5,4,-3,0,1,4,6
CC1CCN(C(=O)CSc2nnc(-c3cccs3)o2)CC1,-1.6,-3,0,4,/,0,-3
Cn1ccnc1SCCNC(=O)CCc1nnc(CCCCc2ccccc2)o1,-2.2,-3,3,11,2,-8,-6

# Bioassay records as filed in PubChem BioAssay.
